# Source: PubChem
# PLK1 PBD block: PLK1 (human) polo-box domain binding inhibition | P53350 | Plk1 PBD binding of FITC phosphopeptide, fluorescence polarization | Potency, µM, for inactives: max response, negative = inhibition, hits mostly inhibitors | 2.8% of 360,000 active | AID 720504; also: potency is read from the fitted curve at half-maximal effect; series mostly up to about 57 µM; % is scaled to controls: 0 for no effect and ±100 for the full control effect; nearly all actives have a fitted effect of over 65% in size
# Target sequence (P53350 whole entry, looked up, the tested form may be a part): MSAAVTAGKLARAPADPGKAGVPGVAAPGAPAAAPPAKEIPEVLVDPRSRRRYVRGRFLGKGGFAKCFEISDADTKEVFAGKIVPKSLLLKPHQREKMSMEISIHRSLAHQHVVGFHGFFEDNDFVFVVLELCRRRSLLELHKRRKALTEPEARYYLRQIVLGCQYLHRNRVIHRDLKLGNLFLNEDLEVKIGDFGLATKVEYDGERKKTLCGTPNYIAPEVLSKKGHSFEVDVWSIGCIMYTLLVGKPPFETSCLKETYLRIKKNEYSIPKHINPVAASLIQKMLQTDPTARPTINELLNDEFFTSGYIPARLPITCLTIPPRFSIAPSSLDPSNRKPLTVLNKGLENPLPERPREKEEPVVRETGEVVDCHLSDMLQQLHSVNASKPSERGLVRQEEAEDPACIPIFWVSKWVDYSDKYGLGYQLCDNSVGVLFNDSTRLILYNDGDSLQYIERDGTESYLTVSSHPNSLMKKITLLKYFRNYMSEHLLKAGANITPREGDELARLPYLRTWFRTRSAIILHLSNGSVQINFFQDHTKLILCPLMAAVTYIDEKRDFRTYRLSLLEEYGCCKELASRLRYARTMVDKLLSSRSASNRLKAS
# D3 antag: blocks the human D3 dopamine receptor; P35462; D3R cells, DiscoveRx beta-arrestin luminescence, antagonist mode; hits give low values; max response, negative = inhibition, %; 2.5% of 360,000 active; AID 652054; in the data active = max response below about -50%; inconclusive = no clear call, values can overlap the other calls; also: % is scaled to controls: 0 for no effect and ±100 for the full control effect; mostly tested at two doses, the higher about 12 µM
#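 Cells expressing the human receptor were seeded at 1500 cells/well, incubated overnight at 37 degrees C in 5% CO2, then exposed to library compounds with dopamine controls for 90 minutes at 37 degrees C before luminescent detection.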
# IL-2 act: IL-2 activation | AID 652025 | activation, % (series mostly up to about 46 µM) | 0.065% of 360,000 active | IL-2 activation reporter assay, cell-based qHTS; stimulated with anti-CD3/CD4/CD28 beads; in transgenic mouse T cells; in the data active = activation above about 50%; inconclusive = mostly about 30% to 49%; also: 0% is about no effect
#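 Readout: EGFP and DsRed signals by fluorescent plate cytometry. Unstimulated transgenic mouse T cells received compound 60 min before antibody-bead stimulation, then incubated 18 h at 37 degrees C.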
# D3 ag: D3 dopamine receptor (human) agonism. 0.58% of 410,000 active. max activation, %. D3R DiscoveRx beta-arrestin cells, luminescence, 90 min. AID 652048. P35462; in the data active = max activation above about 30%; also: 0% is about no effect; mostly tested at two doses, the higher about 12 µM
#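 Cells at 1500/well, incubated overnight, then treated with pinned compounds (dopamine as control) for 90 min at 37 degrees C. DiscoveRx reagent added for 30 - 60 minutes at room temperature; luminescence read.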
# WRN helicase inh: inhibitors of human WRN helicase; AID 651768; 0.46% of 360,000 active; Potency, µM (series often up to 114 µM), inactives show at the highest dose activity change, negative = inhibition, actives largely listed as inhibitors; WRN helicase unwinding, fluorescent forked duplex, kinetic; Q14191; also: potency is read from the fitted curve at half-maximal effect; % is scaled to controls: 0 for no effect and ±100 for the full control effect; nearly all actives have a fitted effect of over 55% in size
#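 WRN at 20 nM final was preincubated with compound for 15 min at room temperature; reaction started with 100 nM forked duplex oligonucleotide carrying fluorophore and quencher plus 2 mM ATP (final). Unwinding followed kinetically by red fluorescence (ex 525/em 598 nm).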
# PI5P4Ka inh: PI5P4K alpha (human) kinase inhibition; max response, %; P48426; AID 652105; PI5P4Kalpha enzyme, ADP-Glo luminescence, 60 min; hits give low values; 1.2% of 330,000 active; active = max response of -50% or lower; inconclusive = between -30% and -50%; inactive = -30% or higher; also: value at the top dose of about 77 µM; % is scaled to controls: 0 for no effect and ±100 for the full control effect
# Target sequence (P48426 whole entry, looked up): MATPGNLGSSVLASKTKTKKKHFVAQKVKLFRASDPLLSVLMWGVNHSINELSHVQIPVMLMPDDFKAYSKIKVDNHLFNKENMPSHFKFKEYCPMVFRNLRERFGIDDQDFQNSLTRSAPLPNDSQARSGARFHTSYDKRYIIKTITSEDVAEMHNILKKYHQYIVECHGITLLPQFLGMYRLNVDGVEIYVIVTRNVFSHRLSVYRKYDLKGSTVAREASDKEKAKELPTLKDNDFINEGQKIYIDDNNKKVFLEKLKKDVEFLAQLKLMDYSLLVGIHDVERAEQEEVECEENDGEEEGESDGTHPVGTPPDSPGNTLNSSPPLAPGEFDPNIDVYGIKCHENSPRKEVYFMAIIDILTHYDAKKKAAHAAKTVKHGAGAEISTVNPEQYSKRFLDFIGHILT
#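 Single end-point luminescence (ADP-Glo) quantified ADP from PI5P4Kalpha turnover; ATP 5 microM final, 1 h at RT, 0.1% CHAPS and 0.28 mM EGTA in HEPES pH 7.4.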
# GLP-1R inv ag: GLP-1 receptor (human) inverse agonism | HEK293 GLP-1R CRE-luciferase, luminescence, 24 h; GLP-1R form is constitutively active | P43220 | AID 624417 | 1.6% of 410,000 active | Potency, µM (series often up to 38.3 µM), without a hit: top-dose activity change, negative = inhibition, usual class: inhibitors; also: potency is read from the fitted curve at half-maximal effect; % is scaled to controls: 0 for no effect and ±100 for the full control effect; nearly all actives have a fitted effect of over 55% in size
#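 HEK293 cells stably co-expressing constitutively active GLP-1R and a cAMP-responsive luciferase reporter were seeded in DMEM with 10% Nu serum, given compounds after 12 h, and incubated 24 h at 37 deg C. Luminescence was then read.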
# HEK293 tox: cytotoxic in the GLP-1 receptor inverse agonist counter-screen; HEK293 cAMP-luciferase reporter cells, luminescence, 24 h; Potency, µM (highest dose often 38.3 µM), for inactives: at the highest dose activity change, negative = inhibition, hits mostly inhibitors; 0.13% of 410,000 active; AID 624418;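 also: loss of luciferase light is scored as toxicity; potency is read from the fitted curve at half-maximal effect; % is scaled to controls: 0 for no effect and ±100 for the full control effect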
#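 Seeding density was 200 cells/uL; after overnight-length (12 h) culture, 23 nL compounds went on for 24 h at 37 °C. Readout used a luciferase detection reagent, luminescence taken after 12 min at room temperature.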
# GLP-1R agonist: activates the human GLP-1 receptor; P43220; HEK293 GLP-1R CRE-luciferase, luminescence, 4-6 h; cells express a hypersensitive GLP-1R form; Potency, µM (highest dose often 45.6 µM), for inactives: at the highest dose activation, hits mostly activators; 0.007% of 380,000 active; AID 624172; also: potency is read from the fitted curve at half-maximal effect; % of control where 0% means no effect
# Numbers without * were called inactive; ? = inconclusive; . = not tested or not shown; & = joins results of further samples; [ ] = another dose, or the depositor's remark. Unless noted, calls follow the shape of the dose curve; as a rule, active = well fitted curve in the direction sought with a large enough effect; inconclusive = small, poorly fitted or top-dose-only effect, or another doubt; inactive = no such curve, though single readings can be large; an effect the other way counts as inactive or inconclusive.
SMILES,PLK1 PBD block,D3 antag,IL-2 act,D3 ag,WRN helicase inh,PI5P4Ka inh,GLP-1R inv ag,HEK293 tox,GLP-1R agonist
COc1ccc(Cc2nc3ccc(C(=O)NC4CCOC4)cc3o2)cc1OC (centres undefined),-1%,0,-2.0,15,0%,0,9%,1%,13%
CC(NC(=O)COC(=O)[C@@H]1CCCN1S(=O)(=O)c1ccccc1F)C12CC3CC(CC(C3)C1)C2 (some centres undefined),-7%,-14,-0.6,4,-33%,-2,6%,39%[activator],20%
C/C(=N\NC(=S)NCCc1ccccc1)c1ccc(C)cc1,-6%,-11,-1.6,1,-18%,9,?,10µM*,2%
N#Cc1c(Nc2ccccc2Cl)s[nH]c1=O,?,-65*,-0.8,-3,-18%,?,4%,-8%,?
CC(Cc1cccnc1)NC(=O)c1cc(COc2ccc(F)cc2Cl)on1 (centres undefined),-2%,1,-3.7,-15,?,5,?,4%,25%
CCOc1ccccc1C(=O)Nc1nnc(SCC(=O)N2CCOCC2)s1,2%,11,-1.4,0,-4%,1,28%,-1%,11%
COC(=O)C1=C2SC(C)C(=O)N2C(N)=C(C#N)C1c1ccc(OC)c(OC)c1 (centres undefined),-15%,-21,-0.2,2,-12%,-58*,2%,-16%,1%
NC(=O)c1cc(S(=O)(=O)Nc2ccccc2)cs1,-7%,-24,-1.8,-25,11%,4,-7%,-7%,2%
COc1ccc(S(=O)(=O)NCCSCc2ccc(Cl)cc2)cc1NC(C)=O,-2%,17,-4.6,-3,-7%,-4,?,-7%,20%
CC1(C(=O)NS(=O)(=O)c2ccc(F)cc2F)CCN1C(=O)C/C=C/c1ccccc1 (centres undefined),-11%,-18,0.2,-1,5%,-7,-18%,4%,-16%
Cc1ccccc1N(CC(=O)Nc1ccccc1C(=O)NCc1ccco1)S(=O)(=O)c1ccccc1,-10%,2,-3.9,-1,-5%,-6,?,-9%,-5%
COC(=O)COc1ccc(Cl)cc1C1Nc2ccccc2C(=O)N1c1ccc(OC)cc1 (centres undefined),-12%,-25,-1.0,-17,-11%,.,0%,-5%,6%
Cn1c(CC(=O)Nc2ccccc2)nnc1SCC(=O)NC1CCCC1,-3%,5,-0.3,-14,5%,-4,13%,7%,5%
CC1(C(=O)NS(=O)(=O)C2CC2)CCCN(C(=O)/C=C/c2ccccc2)C1 (centres undefined),1%,5,1.0,6,3%,1,8%,0%,0%
CC(C)c1ccc(OCC(=O)Nc2ccc(S(=O)(=O)Nc3ccccn3)cc2)cc1,0%,6,0.8,7,-2%,-15,-7%,-4%,14%
CCOc1cccc(SCc2noc(C(=O)NCCOC)c2C(=O)O)c1,-16%,-3,-0.2,4,6%,?,-6%,8%,0%
CCOC(=O)c1c(NC(=O)c2c(Br)cnn2CC)sc(C)c1C,?,-2,1.4,-3,5%,.,4%,-14%,-8%
O=C(CCl)Nc1ccc(N2CCCCCC2)cc1,-23%,?,-1.3,-9,8%,2,?,?,19%
NNC(=O)c1csc(-c2ccccc2)n1,3%,-3,0.2,-16,2%,-8,30%[activator],13%,0%
COc1ccc(OC)c(NC(=O)CSc2ccc3ccccc3c2)c1,-9%,43,-0.8,2,6%,2,?,4%,6%
COCCNC(=S)N1CCC(C(=O)c2ccc(Cl)cc2)CC1,-5%,-12,0.6,3,-1%,7,?,-6%,11%
O=C(COc1ccc2c(c1)OCO2)Nc1ccccc1F,-4%,17,0.9,14,3%,-7,7%,7%,6%
COC(=O)c1ccccc1NC(=O)c1ccc(COc2ccccc2)o1,-23%,26,0.0,-2,-14%,0,?,91%[activator],11%
CC[C@H](C)[C@H](NC(N)=O)C(=O)Nc1ccc(S(=O)(=O)NC(C)C)cc1,2%,16,0.1,4,-7%,7,12%,5%,-4%
Cc1ccc2c(=O)n3c(nc2c1)C(Cc1ccccc1)NC(=O)c1cc2ccccc2cc1-3 (centres undefined),0%,1,-0.6,2,-6%,3,?,?,-2%

# Compound profiles (already shown). Screens in order: PLK1 PBD block | D3 antag | IL-2 act | D3 ag | WRN helicase inh | PI5P4Ka inh | GLP-1R inv ag | HEK293 tox | GLP-1R agonist
# NNC(=O)c1csc(-c2ccccc2)n1 is listed with 3% | -3 | 0.2 | -16 | 2% | -8 | 30%[activator] | 13% | 0%
# NC(=O)c1cc(S(=O)(=O)Nc2ccccc2)cs1 is listed with -7% | -24 | -1.8 | -25 | 11% | 4 | -7% | -7% | 2%
# O=C(COc1ccc2c(c1)OCO2)Nc1ccccc1F is listed with -4% | 17 | 0.9 | 14 | 3% | -7 | 7% | 7% | 6%
# COc1ccc(S(=O)(=O)NCCSCc2ccc(Cl)cc2)cc1NC(C)=O is listed with -2% | 17 | -4.6 | -3 | -7% | -4 | ? | -7% | 20%

# Next section:
SMILES,PLK1 PBD block,D3 antag,IL-2 act,D3 ag,WRN helicase inh,PI5P4Ka inh,GLP-1R inv ag,HEK293 tox,GLP-1R agonist
Cc1ccc(C)c(OCc2nc3ccccc3[nH]2)c1,5%,10,0.3,12,-2%,1,?,-12%,9%
O=C(c1ccc(-c2ccc([N+](=O)[O-])cc2Cl)o1)N1CCOCC1,-2%,2,-3.1,15,8%,-2,1%,0%,7%
Cc1nnsc1NC(=O)OCc1ccccc1Cl,-12%,-5,-0.7,-10,-11%,13,0%,-5%,-3%
O=C1CSC(=S)N1c1ccc(Cl)c(Cl)c1,27µM*,-24,0.4,-8,-19%,-8,-24%,-9%,-1%
COc1ccc(-n2c(C)cc(C3=NNC(=NC4CC4)SC3)c2C)cc1,-23%,-13,-5.6,-2,9%,-21,?,?,11%
O=C(CCCN1C(=O)C2CC=CCC2C1=O)Nc1ccccc1F (centres undefined),-5%,-2,-0.3,3,6%,3,5%,9%,1%
CCC(CN(C)C)Oc1cc(NCc2ccccc2)c2ncn(C(C)C)c2c1 (centres undefined),?,-55*,-0.3,-18,3%,-29,-18%,-10%,1%
CCC(C)NC(=O)Cn1c(=O)n(-c2ccc(Cl)cc2)c(=O)c2c3c(sc21)CCCC3 (centres undefined),.,.,.,-4,.,.,11%,-4%,-1%
Cn1c(=O)c2cc(S(=O)(=O)NCCC(=O)NCCC3=CCCCC3)ccc2n(C)c1=O,-8%,-14,4.2,-7,-14%,0,10%,4%,1%
COC(=O)c1ccc(NC(=S)N2CCCC2)cc1,0%,-7,-1.7,-1,10%,5,5%,1%,0%
CCN(c1ccccc1)S(=O)(=O)c1cccc(C(=O)NCC(c2cccs2)N(C)C)c1 (centres undefined),-12%,-56*,-0.5,-14,-2%,-8,?,7%,9%
COc1ccc(OC)c(NC(=O)COC(=O)Cc2ccsc2)c1,-7%,2,-2.8,7,-3%,-9,3%,2%,-1%
Cn1c(=O)c2c(ncn2CC(=O)Nc2ccccc2)n(C)c1=O,2%,19,0.0,-1,-4%,2,2%,-2%,13%
O=C(Cn1cc2c(n1)CCCC2)NCCCN1CCN(C2CCCCC2)CC1,-6%,-23,2.8,-6,-1%,8,-4%,3%,-2%
CCOC(=O)c1c(C)c(C(=O)NCc2ccco2)c(C)n1CC,-10%,4,-3.3,6,-3%,-1,4%,-2%,17%
O=C1ON=C(c2ccccc2)/C1=C/c1ccc(O)cc1,1.7µM*,-15,-1.0,-3,-32%,?,30%,-25%,-1%
CCOC(=O)c1c(/N=C/N(C)C)sc(/C=N/Nc2ccccc2)c1-c1ccccc1Cl,-11%,29,-0.4,-15,-1%,-8,3.5µM*,-7%,10%
Cc1ccc(SCc2cc(-c3ccc(Cl)cc3)no2)cc1,-5%,15,-1.7,0,-11%,-2,0%,11%,-11%
COC(=O)c1ccccc1NC(=O)c1cc2nc(-c3ccc(OC)cc3)cc(C(F)(F)F)n2n1,.,.,.,1,.,.,2%,5%,4%
COC(=O)C(Nc1nccs1)(OC)C(F)(F)F (centres undefined),?,4,-0.7,4,0%,-4,0%,2%,-11%
CCC(=O)N1CCc2cc(S(=O)(=O)CCC(=O)N3CCN(c4cccc(C)c4)C(C)C3)ccc21 (centres undefined),.,.,.,12,.,.,-27%,2%,-7%
C[C@@H]1CN([C@@H](C)CO)C(=O)CCCn2nncc2CO[C@H]1CN(C)Cc1ccc2c(c1)OCO2,1%,-6,-0.7,4,-1%,-6,1%,5%,4%
CCOC(=O)N1CCN(c2c(NCCN3CCCCC3CC)c(=O)c2=O)CC1 (centres undefined),-10%,-4,0.6,1,-3%,1,6%,2%,-5%
C[C@@]12CCC=C[C@H]1[C@H](c1ccc3ccccc3c1)N(Cc1ccccc1)C2=O,-14%,0,-0.1,-34,1%,1,?,3%,-4%
COc1cc(CNC2CCCCC2OC)cc(OC)c1OC (centres undefined),-7%,-4,-0.6,2,-7%,1,1%,10%,1%

# Further structures.
SMILES,PLK1 PBD block,D3 antag,IL-2 act,D3 ag,WRN helicase inh,PI5P4Ka inh,GLP-1R inv ag,HEK293 tox,GLP-1R agonist
COc1ccc(C(=O)Oc2c(OC)cc(C(=S)N3CCOCC3)cc2OC)cc1,-8%,21,0.1,-6,8%,-2,5%,-7%,-2%
CCOC(=O)C1(Cc2ccc(Cl)cc2)CCN(C(=O)c2cscn2)CC1,-7%,-9,-1.4,9,2%,1,-18%,-5%,12%
O=C(N/N=C/c1ccc([N+](=O)[O-])o1)c1cc(-c2ccncc2)nc2ccccc12,-10%,-23,-0.9,-20,-11%[57.1 µM],.,0%,?,9%
C(#CCN1CCC(Cc2ccccc2)CC1)COCCOCc1ccccc1,3%,-2,-0.3,-4,-1%,3,?,8%,18%
COc1ccc(Cl)cc1S(=O)(=O)Nc1ccc2c(c1)n(C)c(=O)n2C,-12%,7,-0.4,4&-1,3%,-1,54%&-2%[activator],0%&-5%,15%
CCCOc1ccc(-c2c(C(=O)N/N=C/c3ccncc3)nnn2-c2nonc2N)cc1,5%,8,-3.0,1,-4%,-1,-36%,-13%,0%
Brc1ccc2nc(N3CCCC3)sc2c1,-5%,8,-1.4,2,-10%,3,-24%,18%,15%
CC(Sc1nnc(CC(C)c2ccccc2)n1N)C(N)=O (centres undefined),2%,7,0.8,4,8%,2,2%,-8%,-3%
COc1ccc(CN2C(=O)CN(S(C)(=O)=O)CC2(C)C(=O)Nc2c(C)cccc2C)cc1OC (centres undefined),-8%,3,3.7,1,-4%,0,15%,1%,.
